Assay outcomes deposited in PubChem BioAssay by The Scripps Research Institute Molecular Screening Center.
PREPL inhibitor: inhibitors of human prolyl oligopeptidase-like enzyme PREPL; 320,000 tested, 0.68% active; recombinant PREPL, fluorescence polarization activity-based probe; inhibition, % at 5.96 µM; in the data active = inhibition above about 43%;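 also: 0% = enzyme with DMSO and 100% = wells lacking enzyme; many of its hits are not listed in these tables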
PME-1 primary: blocks human protein phosphatase methylesterase 1 | Q9Y570 | recombinant PME-1, FP-Rh probe fluorescence polarization | inhibition, % at 5.9 µM | 320,000 tested, 0.53% active | AID 2130;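 active = inhibition above the campaign mean of all compounds plus 3 SD, cut at about 26% in these data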;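 also: competitive labeling of PME-1 active site by serine hydrolase directed probe; 0% = PME-1 with DMSO and 100% = wells lacking PME-1 enzyme; inhibitors block probe labeling so polarization falls and inhibition rises; many of its hits are not listed in these tables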
LYPLA2 counter: counter-screen for PME1 inhibitors: inhibitors of human LYPLA2. O95372. recombinant LYPLA2, FP-Rh probe fluorescence polarization. inhibition, % at 5.9 µM. 320,000 tested, 0.38% active. AID 2177;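 active = inhibition above the screen-wide mean plus 3 SD, limit set per campaign, cut at about 26% in these data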;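 also: 0% = LYPLA2 with DMSO and 100% = wells lacking LYPLA2 enzyme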
GSTO1 inh: blocks human GSTO1 in RBBP9 counter-screen. 300,000 tested, 1.1% active. inhibition, % at 5.96 µM. AID 1974. P78417. recombinant GSTO1, activity-based probe fluorescence polarization;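 active = inhibition above the campaign mean inhibition plus 3 SD, cut at about 35% in these data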;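 also: 0% = GSTO1-1 with DMSO and 100% = wells lacking GSTO1-1 enzyme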
PAFAH1B3 FP inh: PAFAH1B3 (human) inhibition | recombinant PAFAH1B3, FP-rhodamine probe, fluorescence polarization | inhibition, % at 3.39 µM | 340,000 tested, 0.28% active | AID 492972;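 active = inhibition above the screen-wide average of all tested compounds plus 3 SD, cut at about 25% in these data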;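 also: 0% = enzyme with DMSO only and 100% = wells lacking PAFAH1B3 protein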
pPAFAH inh: inhibitors of human plasma PAF acetylhydrolase (pPAFAH) | recombinant pPAFAH, FP-rhodamine probe fluorescence polarization | Q13093 | inhibition, % at 3.39 µM | 330,000 tested, 1.5% active;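 active = inhibition above the mean inhibition across the screen plus 3 SD, cut at about 25% in these data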;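 also: inhibitors block binding of the rhodamine activity-based probe so polarization drops; 0% = enzyme with DMSO and 100% = wells lacking pPAFAH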
PAFAH1B2 inh: inhibitors of human PAFAH1B2 | recombinant PAFAH1B2, FP-rhodamine activity probe, fluorescence polarization | 340,000 tested, 1.2% active | inhibition, % at 3.39 µM | P68402;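 active = inhibition above the mean of all tested compounds plus 3 SD, cut at about 24% in these data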;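 also: 0% = enzyme with DMSO and 100% = wells lacking PAFAH1B2; many of its hits are not listed in these tables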
Target sequence (P68402 whole entry, looked up): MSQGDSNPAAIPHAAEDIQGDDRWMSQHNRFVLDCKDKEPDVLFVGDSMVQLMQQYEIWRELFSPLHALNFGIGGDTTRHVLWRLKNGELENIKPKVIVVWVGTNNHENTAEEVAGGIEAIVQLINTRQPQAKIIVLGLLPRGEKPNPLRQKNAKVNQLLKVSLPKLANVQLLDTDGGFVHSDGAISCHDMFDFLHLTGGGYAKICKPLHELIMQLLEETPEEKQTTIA
PAD4 FP inh: inhibitors of human PAD4; Q9UM07; AID 485272; inhibition, % at 6.36 µM; recombinant PAD4, RCA probe fluorescence polarization; 330,000 tested, 0.41% active;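 active = percent inhibition above a cutoff equal to the mean of all tested compounds plus 3 SD, cut at about 15% in these data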;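 also: 0% = PAD4 with RCA probe and DMSO and 100% = probe without PAD4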
Target sequence (Q9UM07 whole entry, looked up): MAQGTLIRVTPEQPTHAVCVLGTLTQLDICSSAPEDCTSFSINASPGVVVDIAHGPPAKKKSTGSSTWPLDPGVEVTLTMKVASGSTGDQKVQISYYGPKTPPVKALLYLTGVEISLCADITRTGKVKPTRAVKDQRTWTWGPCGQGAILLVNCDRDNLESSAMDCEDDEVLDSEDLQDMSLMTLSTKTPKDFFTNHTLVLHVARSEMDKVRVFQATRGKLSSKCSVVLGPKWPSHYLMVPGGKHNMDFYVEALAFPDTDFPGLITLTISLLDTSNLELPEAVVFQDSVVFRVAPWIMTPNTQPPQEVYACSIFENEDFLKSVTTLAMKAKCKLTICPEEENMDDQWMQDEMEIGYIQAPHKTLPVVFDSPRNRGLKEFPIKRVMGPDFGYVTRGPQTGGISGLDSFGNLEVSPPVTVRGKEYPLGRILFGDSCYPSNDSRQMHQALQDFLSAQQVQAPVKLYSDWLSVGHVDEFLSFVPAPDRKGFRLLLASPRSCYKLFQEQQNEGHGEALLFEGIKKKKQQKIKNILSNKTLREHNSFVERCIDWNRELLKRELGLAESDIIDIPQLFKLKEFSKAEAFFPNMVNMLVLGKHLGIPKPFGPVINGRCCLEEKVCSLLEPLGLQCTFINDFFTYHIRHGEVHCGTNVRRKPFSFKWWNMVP
LYPLA1 inh: LYPLA1 (human) inhibition in PME1 counter-screen. recombinant LYPLA1, FP-Rh probe fluorescence polarization. inhibition, % at 5.9 µM. AID 2174. 320,000 tested, 0.16% active;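 active = inhibition above the mean of all tested compounds plus 3 SD, set per campaign, cut at about 14% in these data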;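 also: inhibitors block serine hydrolase probe labeling of LYPLA1 so polarization falls; 0% = enzyme with DMSO and 100% = wells lacking LYPLA1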
Numbers without * were called inactive. Some of the compounds tested; rates above refer to the full screens.

O=C(COC(=O)C1CC(O)CN1S(=O)(=O)c1ccc(Cl)cc1)c1ccccc1 (configuration not stated) was read as PREPL inhibitor -12, PME-1 primary -3, LYPLA2 counter 0, GSTO1 inh -2, PAFAH1B3 FP inh 6, pPAFAH inh -7, PAFAH1B2 inh 4, PAD4 FP inh -1 and LYPLA1 inh -5.
C/C(=N\NC(=O)CSc1nc(C)cc(C)n1)c1cccs1 was read as PREPL inhibitor 4, PME-1 primary -3, LYPLA2 counter -3, GSTO1 inh 2, PAFAH1B3 FP inh 0, pPAFAH inh -7, PAFAH1B2 inh 6, PAD4 FP inh 3 and LYPLA1 inh 1.
For O=C(Nc1ccc(N2CCOCC2)c(Cl)c1)c1cccnc1 the results were PREPL inhibitor -1, PME-1 primary -4, LYPLA2 counter -6, GSTO1 inh 12, PAFAH1B3 FP inh -2, pPAFAH inh -4, PAFAH1B2 inh 0, PAD4 FP inh 1 and LYPLA1 inh -7.
c1ccc2c(c1)[nH]c1nc3nncn3nc12 was read as PREPL inhibitor -4, PME-1 primary -4, LYPLA2 counter 5, GSTO1 inh 0, PAFAH1B3 FP inh 9, pPAFAH inh -1, PAFAH1B2 inh -1, PAD4 FP inh 1 and LYPLA1 inh 3.
For COc1ccccc1N(CC(=O)NCc1ccco1)S(C)(=O)=O the results were PREPL inhibitor 1, PME-1 primary 3, LYPLA2 counter -5, GSTO1 inh 4, PAFAH1B3 FP inh 9, pPAFAH inh 0, PAFAH1B2 inh 1, PAD4 FP inh -5 and LYPLA1 inh -2.
COc1ccc(N2CCN(C(CNC(=O)C(=O)NCc3cccnc3)c3ccco3)CC2)cc1 (configuration not stated) was read as PREPL inhibitor 0, PME-1 primary 3, LYPLA2 counter 3, GSTO1 inh -3, PAFAH1B3 FP inh 0, pPAFAH inh 1, PAFAH1B2 inh 1, PAD4 FP inh 1 and LYPLA1 inh 1.
Screening COc1ccccc1Nc1nc2cc(C)ccc2cc1C#N returned PREPL inhibitor 4, PME-1 primary 2, LYPLA2 counter 3, GSTO1 inh -2, PAFAH1B3 FP inh 1, pPAFAH inh -4, PAFAH1B2 inh -3, PAD4 FP inh -8 and LYPLA1 inh 2.
CCOc1ccccc1C1C(C#N)=C(SCC(=O)OC)NC(=O)C1C(=O)OC (configuration not stated) was read as PREPL inhibitor 2, PME-1 primary -3, LYPLA2 counter 0, GSTO1 inh -1, PAFAH1B3 FP inh -4, pPAFAH inh 7, PAFAH1B2 inh 1, PAD4 FP inh -1 and LYPLA1 inh 3.
For Cc1ccc(Nc2c(-c3ccc(C)o3)nc3ncccn23)cc1 the results were PREPL inhibitor 17, PME-1 primary 0, LYPLA2 counter -7, GSTO1 inh -2, PAFAH1B3 FP inh 10, pPAFAH inh 6, PAFAH1B2 inh 6, PAD4 FP inh -8 and LYPLA1 inh -1.
For O=C(O)CCNC(=O)/C(=C\c1ccco1)NC(=O)c1ccco1 the results were PREPL inhibitor -3, PME-1 primary 0, LYPLA2 counter 2, GSTO1 inh 6, PAFAH1B3 FP inh 6, pPAFAH inh 5, PAFAH1B2 inh 4, PAD4 FP inh -2 and LYPLA1 inh -1.
CCc1c(O)c(/C(C)=N\O)c(=O)n(-c2ccccc2)c1-c1ccccc1 was read as PREPL inhibitor 4, PME-1 primary 2, LYPLA2 counter 5, GSTO1 inh -3, PAFAH1B3 FP inh 11, pPAFAH inh 3, PAFAH1B2 inh 14, PAD4 FP inh -2 and LYPLA1 inh 1.
O=C(O)c1ccccc1C(=O)N1CCN(C(=O)c2ccccc2Cl)CC1 was read as PREPL inhibitor -15, PME-1 primary -2, LYPLA2 counter -4, GSTO1 inh -3, PAFAH1B3 FP inh 13, pPAFAH inh 2, PAFAH1B2 inh 1, PAD4 FP inh -6 and LYPLA1 inh -3.
`COC(=O)c1nn(-c2nc(-c3cccc(OC)c3)cc(C(F)(F)F)n2)cc1[N+](=O)[O-]` gave PREPL inhibitor 11, PME-1 primary 0, LYPLA2 counter 1, GSTO1 inh 5, PAFAH1B3 FP inh 7, pPAFAH inh 8, PAFAH1B2 inh -5, PAD4 FP inh -1 and LYPLA1 inh 1.
COc1cc(CC(=O)OCC(=O)NC2CCCCC2)cc(OC)c1OC was read as PREPL inhibitor 9, PME-1 primary 1, LYPLA2 counter -3, GSTO1 inh 4, PAFAH1B3 FP inh 1, pPAFAH inh 6, PAFAH1B2 inh 1, PAD4 FP inh 2 and LYPLA1 inh -1.
Screening Cc1ccc(-c2nnc(N3CCC(C)CC3)c3ccccc23)cc1C returned PREPL inhibitor -2, PME-1 primary -1, LYPLA2 counter -5, GSTO1 inh 5, PAFAH1B3 FP inh 1, pPAFAH inh 4, PAFAH1B2 inh -1, PAD4 FP inh 1 and LYPLA1 inh -1.
For OCCN(CCO)CC(O)COc1ccc2c(c1)OCO2 (configuration not stated) the results were PREPL inhibitor -7, PME-1 primary 0, LYPLA2 counter -3, GSTO1 inh -10, PAFAH1B3 FP inh 2, pPAFAH inh -6, PAFAH1B2 inh 4, PAD4 FP inh -6 and LYPLA1 inh -2.
For O=C(Nc1ccc(Oc2ccccc2)cc1)c1cnc2n(c1=O)CCS2 the results were PREPL inhibitor 3, PME-1 primary -3, LYPLA2 counter -5, GSTO1 inh 1, PAFAH1B3 FP inh 0, pPAFAH inh 0, PAFAH1B2 inh 2, PAD4 FP inh 2 and LYPLA1 inh -4.
Screening COC(=O)c1ccccc1NC(=S)NC(=O)C1CC1 returned PREPL inhibitor 3, PME-1 primary 5, LYPLA2 counter 3, GSTO1 inh 20, PAFAH1B3 FP inh 8, pPAFAH inh 6, PAFAH1B2 inh 2, PAD4 FP inh 1 and LYPLA1 inh 5.
For CCC(C)[C@H](NC(=O)OC(C)(C)C)C(=O)N/N=C/c1ccc2cc(OC)ccc2n1 (some centres not stated) the results were PREPL inhibitor 5, PME-1 primary -2, LYPLA2 counter 3, GSTO1 inh -5, PAFAH1B3 FP inh 3, pPAFAH inh 0, PAFAH1B2 inh 1, PAD4 FP inh -3 and LYPLA1 inh 3.
`O=C(C1CCN(S(=O)(=O)c2cccc3cccnc23)CC1)N1CCn2c1nc1ccccc12` gave PREPL inhibitor 5, PME-1 primary 28*, LYPLA2 counter -5, GSTO1 inh 4, PAFAH1B3 FP inh 9, pPAFAH inh 7, PAFAH1B2 inh 2, PAD4 FP inh -1 and LYPLA1 inh 2.
`O=C(Nc1ccccc1F)c1ccc2snnc2c1` gave PREPL inhibitor 15, PME-1 primary -4, LYPLA2 counter 12, GSTO1 inh 0, PAFAH1B3 FP inh 11, pPAFAH inh 9, PAFAH1B2 inh 5, PAD4 FP inh 0 and LYPLA1 inh 3.
Screening Cc1cc2ccccn2c1C(=O)c1cccc(F)c1 returned PREPL inhibitor 5, PME-1 primary 6, LYPLA2 counter 4, GSTO1 inh 6, PAFAH1B3 FP inh 8, pPAFAH inh 3, PAFAH1B2 inh -1, PAD4 FP inh 8 and LYPLA1 inh 0.
COc1ccc(S(=O)(=O)NC(CC(C)C)C(=O)NC(C)c2cccs2)cc1 (configuration not stated) was read as PREPL inhibitor 9, PME-1 primary 2, LYPLA2 counter -3, PAFAH1B3 FP inh 11, pPAFAH inh -6, PAFAH1B2 inh 5, PAD4 FP inh -1 and LYPLA1 inh -2.
CCCCOc1ccc(C2(C)CC(=O)NC2=O)cc1 (configuration not stated) was read as PREPL inhibitor -7, PME-1 primary 2, LYPLA2 counter 10, GSTO1 inh -1, PAFAH1B3 FP inh 6, pPAFAH inh 3, PAFAH1B2 inh 0, PAD4 FP inh -2 and LYPLA1 inh -3.
Cc1cc(NC(=O)c2cnn3c(C(F)F)cc(C4CC4)nc23)no1 was read as PREPL inhibitor 8, PME-1 primary 1, LYPLA2 counter 0, GSTO1 inh 2, PAFAH1B3 FP inh 7, pPAFAH inh -5, PAFAH1B2 inh 3, PAD4 FP inh 1 and LYPLA1 inh 1.
`CN(C)c1nc(C(=O)NN)nc(N(C)C)n1` gave PREPL inhibitor -2, PME-1 primary -3, LYPLA2 counter 1, GSTO1 inh 1, PAFAH1B3 FP inh 0, pPAFAH inh 1, PAFAH1B2 inh 0, PAD4 FP inh 4 and LYPLA1 inh -4.
Screening CCc1cccc(NC(=O)c2cnn(-c3ccccc3)c2C)c1 returned PREPL inhibitor 6, PME-1 primary 0, LYPLA2 counter -6, GSTO1 inh 22, PAFAH1B3 FP inh 0, pPAFAH inh 1, PAFAH1B2 inh 3, PAD4 FP inh 2 and LYPLA1 inh -6.
CCn1cc(C(=O)OCC(=O)Nc2cccc(S(=O)(=O)N3CCOCC3)c2)c(=O)c2ccc(C)nc21 was read as PREPL inhibitor 12, PME-1 primary 5, LYPLA2 counter -3, GSTO1 inh 2, PAFAH1B3 FP inh 0, pPAFAH inh -5, PAFAH1B2 inh 2, PAD4 FP inh -2 and LYPLA1 inh 2.
C=CCn1c(=N)n(CC(O)COc2ccc(OC)cc2)c2ccccc21 (configuration not stated) was read as PREPL inhibitor 10, PME-1 primary -2, LYPLA2 counter 7, GSTO1 inh 2, PAFAH1B3 FP inh 10, pPAFAH inh -2, PAFAH1B2 inh 5, PAD4 FP inh 6 and LYPLA1 inh 1.
O=S(=O)(Cc1noc(-c2ccccc2Cl)n1)c1ccccn1 was read as PREPL inhibitor 2, PME-1 primary 2, LYPLA2 counter -4, GSTO1 inh 3, PAFAH1B3 FP inh 5, pPAFAH inh 4, PAFAH1B2 inh 6, PAD4 FP inh -4 and LYPLA1 inh -4.
O=C(Nc1ccc(F)c(Cl)c1)C1CCN(S(=O)(=O)c2cccnc2)CC1 was read as PREPL inhibitor -13, PME-1 primary -1, LYPLA2 counter -2, GSTO1 inh 0, PAFAH1B3 FP inh 11, pPAFAH inh 1, PAFAH1B2 inh -5, PAD4 FP inh -3 and LYPLA1 inh -6.
`CC(=O)Nc1ccc(S(=O)(=O)NCCc2cc3ccc(C)c(C)c3[nH]c2=O)cc1` gave PREPL inhibitor 1, PME-1 primary -1, LYPLA2 counter 5, GSTO1 inh -1, PAFAH1B3 FP inh 0, pPAFAH inh 1, PAFAH1B2 inh 10, PAD4 FP inh -3 and LYPLA1 inh 5.
Screening O=C(O)C1CCC(N2C(=O)C3C4CCC(C4)C3C2=O)CC1 (configuration not stated) returned PREPL inhibitor -5, PME-1 primary 0, LYPLA2 counter -8, GSTO1 inh -3, PAFAH1B3 FP inh -1, pPAFAH inh 1, PAFAH1B2 inh 0, PAD4 FP inh -4 and LYPLA1 inh 1.
COc1ccc(NC(=O)CCc2c(C)nc3nc(C)nn3c2C)cc1 was read as PREPL inhibitor -2, PME-1 primary 1, LYPLA2 counter 2, GSTO1 inh 6, PAFAH1B3 FP inh 0, pPAFAH inh 1, PAFAH1B2 inh 2, PAD4 FP inh -2 and LYPLA1 inh -2.
`O=C(c1c(F)cccc1F)N1CCCC(c2nc(-c3cccs3)no2)C1` (configuration not stated) gave PREPL inhibitor -9, PME-1 primary 18, LYPLA2 counter 1, GSTO1 inh -3, PAFAH1B3 FP inh -4, pPAFAH inh 3, PAFAH1B2 inh 5, PAD4 FP inh 4 and LYPLA1 inh 1.
COc1ccc([N+](=O)[O-])cc1NC(=O)CSCc1ccc(Br)cc1 was read as PREPL inhibitor 17, PME-1 primary 9, LYPLA2 counter 0, GSTO1 inh -6, PAFAH1B3 FP inh 6, pPAFAH inh 10, PAFAH1B2 inh 22, PAD4 FP inh -6 and LYPLA1 inh 1.
